High-throughput results (PubChem)
TcdB GH inh: blocks C. difficile toxin B glycohydrolase activity; 350,000 compounds, 0.24% hits; AID 652162; inhibition, % at 9.99 µM; TcdB glycohydrolase enzymatic assay, plate reader; in the data active = inhibition above about 10%
Target sequence (P18177 whole entry, looked up): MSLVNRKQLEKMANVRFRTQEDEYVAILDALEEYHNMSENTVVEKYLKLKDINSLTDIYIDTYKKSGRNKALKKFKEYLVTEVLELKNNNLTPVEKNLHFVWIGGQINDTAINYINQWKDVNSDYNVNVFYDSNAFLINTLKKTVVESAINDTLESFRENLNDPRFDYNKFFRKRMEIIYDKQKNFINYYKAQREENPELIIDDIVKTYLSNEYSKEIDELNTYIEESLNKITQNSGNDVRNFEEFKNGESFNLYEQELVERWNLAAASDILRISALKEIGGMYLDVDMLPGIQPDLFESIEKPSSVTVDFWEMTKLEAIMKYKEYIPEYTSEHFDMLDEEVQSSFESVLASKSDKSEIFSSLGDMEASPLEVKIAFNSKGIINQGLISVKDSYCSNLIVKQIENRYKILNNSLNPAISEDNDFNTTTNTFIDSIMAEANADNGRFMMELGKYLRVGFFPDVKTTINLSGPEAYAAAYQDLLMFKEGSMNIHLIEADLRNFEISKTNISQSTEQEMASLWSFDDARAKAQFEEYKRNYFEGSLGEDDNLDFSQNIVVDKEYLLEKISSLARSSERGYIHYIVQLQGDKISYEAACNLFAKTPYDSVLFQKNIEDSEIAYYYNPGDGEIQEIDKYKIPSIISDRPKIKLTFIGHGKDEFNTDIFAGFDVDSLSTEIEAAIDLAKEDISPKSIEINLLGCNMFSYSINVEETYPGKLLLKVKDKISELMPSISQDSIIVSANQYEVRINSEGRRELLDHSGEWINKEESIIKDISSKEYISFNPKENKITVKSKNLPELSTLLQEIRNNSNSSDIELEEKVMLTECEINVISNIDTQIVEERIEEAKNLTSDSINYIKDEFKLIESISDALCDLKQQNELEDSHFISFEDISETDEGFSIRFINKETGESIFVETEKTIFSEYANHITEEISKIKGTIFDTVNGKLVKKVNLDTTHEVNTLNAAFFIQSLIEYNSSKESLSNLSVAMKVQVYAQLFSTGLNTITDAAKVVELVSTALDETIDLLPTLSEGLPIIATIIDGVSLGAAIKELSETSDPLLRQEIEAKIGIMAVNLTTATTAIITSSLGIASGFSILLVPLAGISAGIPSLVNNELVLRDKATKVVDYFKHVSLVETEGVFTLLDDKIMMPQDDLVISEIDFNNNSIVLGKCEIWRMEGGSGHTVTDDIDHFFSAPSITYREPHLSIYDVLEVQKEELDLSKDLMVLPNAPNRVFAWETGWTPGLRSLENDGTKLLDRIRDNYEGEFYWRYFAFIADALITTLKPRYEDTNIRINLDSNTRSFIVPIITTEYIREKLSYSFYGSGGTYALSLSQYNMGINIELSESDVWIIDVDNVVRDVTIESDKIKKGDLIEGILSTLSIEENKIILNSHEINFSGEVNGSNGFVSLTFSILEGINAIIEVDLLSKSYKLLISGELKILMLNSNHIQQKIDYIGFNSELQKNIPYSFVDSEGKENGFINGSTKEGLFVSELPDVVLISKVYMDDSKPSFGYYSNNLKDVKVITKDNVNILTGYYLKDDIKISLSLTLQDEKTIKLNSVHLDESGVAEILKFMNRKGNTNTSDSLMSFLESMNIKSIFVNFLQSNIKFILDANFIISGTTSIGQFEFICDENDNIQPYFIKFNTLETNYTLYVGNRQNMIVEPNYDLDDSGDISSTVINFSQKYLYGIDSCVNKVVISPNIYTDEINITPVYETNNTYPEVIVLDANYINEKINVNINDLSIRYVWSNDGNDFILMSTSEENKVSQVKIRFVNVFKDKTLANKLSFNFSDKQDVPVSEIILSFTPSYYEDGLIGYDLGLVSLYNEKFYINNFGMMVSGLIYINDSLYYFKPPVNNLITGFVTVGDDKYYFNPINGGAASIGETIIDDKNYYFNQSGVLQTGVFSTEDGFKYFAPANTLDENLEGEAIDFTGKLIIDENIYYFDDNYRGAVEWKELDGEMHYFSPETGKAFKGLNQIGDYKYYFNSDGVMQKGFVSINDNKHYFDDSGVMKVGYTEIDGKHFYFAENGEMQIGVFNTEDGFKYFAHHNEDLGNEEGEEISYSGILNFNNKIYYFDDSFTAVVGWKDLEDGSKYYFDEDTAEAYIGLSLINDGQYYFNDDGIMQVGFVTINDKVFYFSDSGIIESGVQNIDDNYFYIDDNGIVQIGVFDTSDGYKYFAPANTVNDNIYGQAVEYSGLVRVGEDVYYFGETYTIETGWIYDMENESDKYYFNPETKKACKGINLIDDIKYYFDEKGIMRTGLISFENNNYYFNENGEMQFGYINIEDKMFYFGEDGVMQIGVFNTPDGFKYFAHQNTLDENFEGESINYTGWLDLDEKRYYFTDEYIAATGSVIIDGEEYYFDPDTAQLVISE
* marks the source's active call; other numbers are inactive results.

SMILES	TcdB GH inh
O=C(Nc1cc(F)ccc1F)N[C@H]1C=C[C@H](CC(=O)N2CCc3ccccc3C2)O[C@@H]1CO	-3.0
O=C(Cc1ccncc1)Nc1ccc2c(c1)[C@H]1C[C@H](CC(=O)N3CCc4ccccc4C3)O[C@@H](CO)[C@H]1O2	-0.6
C[C@H](CO)N1C[C@H](C)[C@H](CN(C)S(=O)(=O)c2ccccc2)Oc2ccc(NC(=O)Nc3ccc(F)cc3)cc2CC1=O	2.0
COc1ccc(NC(=O)N(C)C[C@H]2Oc3c(NS(=O)(=O)c4ccc(OC)cc4)cccc3C(=O)N([C@@H](C)CO)C[C@H]2C)cc1	-0.9
COc1ccccc1NC(=O)N1CC[C@@H]2[C@H]1c1cc(C#Cc3cccc(F)c3)ccc1N(C)[C@@H]2CO	1.0
CO[C@H]1CN(C)C(=O)c2ccc(NS(=O)(=O)c3ccc(F)cc3)cc2OC[C@H](C)NC[C@H]1C	-1.1
COc1ccc2c3c(n(C)c2c1)[C@H](CO)N(C(=O)C1CC1)CC31CCN(C(=O)Nc2cccc(F)c2)CC1	0.5
COCC(=O)N(C)C[C@H]1[C@H](c2ccc(-c3cccnc3)cc2)[C@H](CO)N1C(C)=O	-0.7
CC(C)c1cn(CC[C@H]2CC[C@@H](NC(=O)C3CCCC3)[C@H](CO)O2)nn1	-1.6
C[C@@H]1CN([C@@H](C)CO)C(=O)c2cc(NC(=O)NC3CCCCC3)ccc2O[C@@H](C)CCCCO[C@@H]1CN(C)Cc1ccc(C(F)(F)F)cc1	0.0
CN1CCN(C(=O)C[C@@H]2CC[C@@H](NS(=O)(=O)c3cccc(F)c3)[C@@H](CO)O2)CC1	0.5
C[C@H]1CN([C@@H](C)CO)S(=O)(=O)c2ccc(-c3cccnc3)cc2O[C@@H]1CN(C)Cc1cncnc1	0.3

Exported with each value named: three of the compounds above.
CC(C)c1cn(CC[C@H]2CC[C@@H](NC(=O)C3CCCC3)[C@H](CO)O2)nn1
- TcdB GH inh: -1.6
C[C@@H]1CN([C@@H](C)CO)C(=O)c2cc(NC(=O)NC3CCCCC3)ccc2O[C@@H](C)CCCCO[C@@H]1CN(C)Cc1ccc(C(F)(F)F)cc1
- TcdB GH inh: 0.0
CN1CCN(C(=O)C[C@@H]2CC[C@@H](NS(=O)(=O)c3cccc(F)c3)[C@@H](CO)O2)CC1
- TcdB GH inh: 0.5

The results go on:
SMILES	TcdB GH inh
O=C(C[C@H]1CC[C@@H](NC(=O)CC2CC2)[C@H](CO)O1)NCc1ccc(Cl)cc1	1.2
O=C(C[C@H]1CC[C@H]2[C@@H](COC[C@@H](O)CN2S(=O)(=O)c2cccc(Cl)c2)O1)NC1CCCC1	1.9
O=C(C[C@@H]1C[C@H]2c3cc(NS(=O)(=O)c4ccc(F)cc4)ccc3O[C@H]2[C@@H](CO)O1)NC1CCCC1	0.0
CC(=O)NC[C@@H]1[C@@H](c2ccc(-c3ccccc3)cc2)[C@@H](CO)N1C(=O)C1CC1	-0.1
CN(C)C(=O)C[C@H]1C=C[C@@H](NS(=O)(=O)c2ccccc2)[C@H](CO)O1	-2.1
C[C@@H]1CN([C@H](C)CO)C(=O)c2cc(NC(=O)Nc3ccc(C(F)(F)F)cc3)ccc2O[C@@H]1CN(C)Cc1ccccc1	0.8
CC(C)C#Cc1ccc2c(c1)O[C@H](CN(C)S(C)(=O)=O)[C@@H](C)CN([C@@H](C)CO)S2(=O)=O	0.7
O=C(C[C@@H]1CC[C@H]2[C@@H](COC[C@H](O)CN2Cc2cccc(F)c2)O1)NCc1cccc(F)c1	-10.2
C[C@H](CO)N1C[C@H](C)[C@@H](CN(C)S(=O)(=O)c2ccccc2)OCc2ccccc2-c2c(n(C)c3ccccc23)C1=O	-0.8
CC(C)NC(=O)N1CC(=O)N2[C@H](CO)[C@H](c3ccc(C#CCN(C)C)cc3)[C@H]2C1	-1.7
Cc1ccc(-c2cnc3c(c2)C(=O)N([C@@H](C)CO)C[C@H](C)[C@@H](CN(C)C(=O)c2ccncc2)O3)cc1	-0.4
C[C@H](CO)N1C[C@H](C)[C@H](CN(C)C(=O)c2ccc(F)cc2)Oc2ncc(C#CC3CC3)cc2C1=O	0.0
C[C@H](CO)N1C[C@H](C)[C@H](CN(C)CC2CCCCC2)Oc2ccc(NS(=O)(=O)c3ccccc3)cc2C1=O	0.9
COc1ccccc1C#Cc1ccc2c(c1)[C@H]1[C@H](CCN1C(=O)CN1CCOCC1)[C@@H](CO)N2	5.9
NC(=O)[C@@H]1[C@H]2C(=O)O[C@H](c3ccccc3)[C@H](c3ccccc3)N2[C@H](c2ccc(O)cc2)[C@@]12C(=O)Nc1ccc(C#CC3=CCCCC3)cc12	-1.9
C[C@H](CO)N1C[C@H](C)[C@H](CN(C)C(=O)NC2CCCCC2)Oc2ccc(NS(=O)(=O)c3ccc(F)cc3)cc2C1=O	-0.3
COc1ccc(-c2cnc3c(c2)C(=O)N([C@@H](C)CO)C[C@H](C)[C@H](CN(C)Cc2ccccn2)O3)cc1	1.5
C[C@@H]1CCCCO[C@@H](CN(C)Cc2ccc(C(=O)O)cc2)[C@@H](C)CN([C@@H](C)CO)C(=O)c2cc(NC(=O)C3CCCCC3)ccc2O1	-0.5
C[C@H]1CN([C@@H](C)CO)C(=O)c2cc(-c3ccccc3)cnc2O[C@H]1CN(C)Cc1ccc(C(=O)O)cc1	0.7
CC(C)NC(=O)Nc1cccc2c1O[C@H](CN(C)Cc1ccc(-c3ccccc3)cc1)[C@@H](C)CN([C@@H](C)CO)C2=O	1.3
CCCNC(=O)N1CC2(C1)CN(Cc1ccccc1)[C@H](CO)c1[nH]c3cc(OC)ccc3c12	0.2
COc1ccc(NC(=O)N(C)C[C@H]2OCCCC[C@@H](C)Oc3ccc(NC(=O)C4CCCCC4)cc3C(=O)N([C@H](C)CO)C[C@H]2C)cc1	-0.6
C[C@@H]1CN([C@@H](C)CO)C(=O)c2cc(NC(=O)Nc3ccccc3)ccc2O[C@H]1CN(C)S(=O)(=O)c1cn(C)cn1	4.2
CO[C@@H](CN(C)C(=O)c1cnccn1)[C@@H](C)CN([C@@H](C)CO)S(=O)(=O)c1ccccc1	0.2
CO[C@H]1CN(C)C(=O)c2cc(NS(C)(=O)=O)ccc2OC[C@@H](C)N(CC2CCCCC2)C[C@H]1C	0.1
Cc1noc(C)c1NC(=O)Nc1cccc2c1O[C@H](CN(C)Cc1ccc(C(=O)Nc3ccccc3N)cc1)[C@@H](C)CN([C@@H](C)CO)C2=O	-1.0
CN(C)CC(=O)Nc1ccc2c(c1)[C@H]1C[C@@H](CC(=O)N3CCCCC3)O[C@@H](CO)[C@H]1O2	-0.7
Cc1noc(C)c1NC(=O)N(C)C[C@@H]1OCCCC[C@H](C)Oc2ccc(NC(=O)Nc3ccc(F)cc3)cc2C(=O)N([C@H](C)CO)C[C@@H]1C	-0.4
C[C@@H]1CN([C@H](C)CO)C(=O)c2cc(NS(C)(=O)=O)ccc2O[C@H]1CN(C)Cc1ccc(C(=O)Nc2ccccc2N)cc1	-0.6
CNC[C@H]1Oc2c(NS(=O)(=O)c3cn(C)cn3)cccc2C(=O)N([C@@H](C)CO)C[C@H]1C	-0.1
CNC[C@@H]1Oc2ccc(NC(=O)Nc3c(C)noc3C)cc2C(=O)N([C@H](C)CO)C[C@@H]1C	-0.7
O=C(C[C@@H]1C[C@H]2c3cc(NC(=O)Nc4ccccc4)ccc3O[C@H]2[C@H](CO)O1)NCc1cccc(F)c1	-0.5
CO[C@H]1CN(C)C(=O)c2ccc(NC(=O)C3CCCCC3)cc2OC[C@@H](C)NC[C@H]1C	1.3
O=C(O)C[C@@H]1C[C@@H]2c3cc(NC(=O)Nc4ccc(F)cc4)ccc3O[C@@H]2[C@H](CO)O1	-0.7
C[C@@H]1CN([C@H](C)CO)C(=O)c2cccc(NS(C)(=O)=O)c2O[C@@H]1CN(C)C(=O)Nc1cccc2ccccc12	-0.3
COc1ccc(S(=O)(=O)Nc2ccc3c(c2)C(=O)N([C@@H](C)CO)C[C@@H](C)[C@H](CN(C)Cc2ccccc2)O3)cc1	-0.3

Among those listed so far, 2 contain a Cl atom.
SMILES	TcdB GH inh
O=C(C[C@H]1CC[C@@H](NC(=O)CC2CC2)[C@H](CO)O1)NCc1ccc(Cl)cc1	1.2
O=C(C[C@H]1CC[C@H]2[C@@H](COC[C@@H](O)CN2S(=O)(=O)c2cccc(Cl)c2)O1)NC1CCCC1	1.9

Other structures follow:
SMILES	TcdB GH inh
C[C@H](CO)N1C[C@H](C)[C@H](CN(C)C(=O)C2CC2)Oc2ncc(C#Cc3ccccc3)cc2C1=O	1.4
C[C@@H]1CN([C@@H](C)CO)C(=O)c2cc(NC(=O)C3CC3)ccc2O[C@H]1CN(C)S(=O)(=O)c1ccccc1	-1.0
CC=Cc1ccc2n(c1=O)C[C@@H]1[C@@H](CO)[C@H](C(=O)NCCc3ccccc3)N(C(=O)CC)[C@H]21 (mixture of isomers)	-0.1
C[C@@H]1CN([C@H](C)CO)C(=O)Cc2cc(NS(=O)(=O)c3cn(C)cn3)ccc2O[C@H]1CN(C)Cc1ccccc1	0.5
COCC(=O)N(C)C[C@@H]1Oc2cc(C#CC3CC3)ccc2S(=O)(=O)N([C@H](C)CO)C[C@@H]1C	-0.5
C[C@H](CO)N1C[C@H](C)[C@H](CN(C)C(=O)c2ccccc2)OCCCC[C@H](C)Oc2ccc(N(C)C)cc2C1=O	-9.9
CS(=O)(=O)Nc1ccc2c(c1)[C@@H]1C[C@@H](CC(=O)NCc3ccccc3)O[C@@H](CO)[C@@H]1O2	-0.4
O=C(Nc1ccc(F)cc1)N[C@@H]1CC[C@H](CCNC(=O)c2ccccc2F)O[C@H]1CO	0.2
CC(=O)N1[C@H](CN(C(=O)c2ccc(F)cc2)C(C)C)[C@H](c2ccccc2)[C@@H]1CO	0.2
COc1ccc(S(=O)(=O)N(C)C[C@@H]2Oc3ccc(NC(=O)Nc4ccccc4)cc3CC(=O)N([C@H](C)CO)C[C@@H]2C)cc1	-0.7
Cc1noc(C)c1NC(=O)N(C)C[C@H]1Oc2c(NS(=O)(=O)c3cccs3)cccc2C(=O)N([C@H](C)CO)C[C@H]1C	-0.7
N#C[C@@H]1[C@@H](c2ccc(-c3ccncc3)cc2)[C@@H](CO)N1C(=O)C1CCC1	-1.1
COc1ccc(C#Cc2ccc3c(c2)[C@]2(C(=O)N3)[C@H](c3ccc(OCCO)cc3)N3[C@H](c4ccccc4)[C@H](c4ccccc4)OC(=O)[C@H]3[C@@H]2C(=O)N2CCc3cc(OC)c(OC)cc3C2)cc1	0.8
C[C@H](CO)N1C[C@H](C)[C@@H](CN(C)S(=O)(=O)c2ccccc2)Oc2cc(-c3cccc(F)c3)ccc2S1(=O)=O	0.4
CNC[C@H]1Oc2c(NC(=O)c3cc(C)nn3C)cccc2C(=O)N([C@@H](C)CO)C[C@@H]1C	0.2
C[C@H](CO)N1C[C@H](C)[C@H](CN(C)S(C)(=O)=O)Oc2cc(C3=CCCCC3)ccc2S1(=O)=O	1.7
O=C(NCC[C@H]1CC[C@H](NS(=O)(=O)c2cccc(F)c2)[C@H](CO)O1)C1CCOCC1	-0.4
CN(C)c1ccc2c(c1)[C@@H]1C[C@@H](CC(=O)NC3CCCC3)O[C@H](CO)[C@@H]1O2	-52.9
Cc1noc(C)c1NC(=O)N(C)C[C@@H]1Oc2cc(C#CCN(C)C)ccc2S(=O)(=O)N([C@@H](C)CO)C[C@@H]1C	0.1
CC(C)(C)[S@@](=O)N1Cc2cc(C(=O)NCCc3ccncc3)nc(-c3cccc(-c4ccncc4)c3)c2[C@H]1CCO	-0.1
C[C@H](CO)N1C[C@H](C)[C@@H](CN(C)C(=O)C2CCCCC2)OCCCC[C@H](C)Oc2ccc(NC(=O)c3ccccc3)cc2C1=O	-0.1
O=C(CN1CCOCC1)NCC[C@H]1CC[C@@H](NC(=O)Nc2ccc(F)cc2)[C@@H](CO)O1	-0.1
C[C@H](O)C#Cc1ccc2c(c1)O[C@H](CN(C)C(=O)Cc1ccccn1)[C@@H](C)CN([C@H](C)CO)S2(=O)=O	-0.5
C[C@@H]1CCCCO[C@@H](CN(C)S(=O)(=O)c2ccccc2)[C@@H](C)CN([C@H](C)CO)C(=O)c2cc(NC(=O)Nc3cccc4ccccc34)ccc2O1	-4.2
CO[C@H]1CN(C)C(=O)c2cc(NS(C)(=O)=O)ccc2OC[C@H](C)N(CC2CCCCC2)C[C@H]1C	0.2
CCCNC(=O)C[C@@H]1CC[C@H]2[C@@H](COC[C@H](O)CN2C(=O)Nc2ccccc2OC)O1	2.3
CCC(=O)N1[C@H](C(=O)OC)[C@@H](CO)[C@@H]2Cn3c(ccc(/C=C/c4ccccc4)c3=O)[C@@H]21	0.4
COc1ccc(CN2[C@H](CO)[C@H]3c4ccccc4N(C(=O)c4ccccc4)C[C@H]32)cc1	1.6
COc1cccc(S(=O)(=O)N2CCCCN3[C@H](CO)[C@H](c4ccc(-c5cncnc5)cc4)[C@H]3C2)c1	-0.1
COc1ccc(NC(=O)N(C)C[C@H]2Oc3c(NS(=O)(=O)c4ccc(Cl)cc4)cccc3C(=O)N([C@H](C)CO)C[C@H]2C)cc1	-0.8
C[C@@H]1CN([C@@H](C)CO)S(=O)(=O)c2ccc(C3=CCCC3)cc2O[C@H]1CN(C)C(=O)C1CCOCC1	-0.7
C[C@@H]1CN([C@H](C)CO)C(=O)Cc2cc(NC(=O)Nc3ccc4c(c3)OCO4)ccc2O[C@@H]1CN(C)Cc1ccncc1	0.5

Random excerpt: 2 entries already listed
SMILES	TcdB GH inh
O=C(C[C@@H]1CC[C@H]2[C@@H](COC[C@H](O)CN2Cc2cccc(F)c2)O1)NCc1cccc(F)c1	-10.2
C[C@@H]1CN([C@H](C)CO)C(=O)Cc2cc(NS(=O)(=O)c3cn(C)cn3)ccc2O[C@H]1CN(C)Cc1ccccc1	0.5

A portion of the library. The share of hits here may be higher or lower than overall.
